Screens (PubChem BioAssay)
T cruzi growth: T. cruzi intracellular proliferation inhibitors, primary screen, cell-based, beta-gal Tulahuen parasites, NIH3T3 host, luminescence | T. cruzi beta-gal in NIH3T3, GalScreen luminescence, 90 h | inhibition, % at 8.34 µM | hit rate 5.9% among 77,000;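 active means mean inhibition above about 93%, with at least 55% of replicates each passing it, limit read from the data, passing the limit was not always enough; inconclusive means only one of those two conditions holds; inactive means neither condition holds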
KDM4C inh: inhibitors of GASC-1 (KDM4C) histone demethylase, primary screen, biochemical, single concentration HTS. hit rate 0.15% among 96,000. inhibition, % at 12.5 µM. GST-KDM4C 2-372, H3K9me3 peptide, LANCE TR-FRET;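 active means mean replicate inhibition above about 25%, with at least 55% of replicates also reaching it, limit read from the data, passing the limit was not always enough; inconclusive means only one of those two conditions met; inactive means neither condition met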
Target sequence (Q9H3R0 2-372 limits assumed): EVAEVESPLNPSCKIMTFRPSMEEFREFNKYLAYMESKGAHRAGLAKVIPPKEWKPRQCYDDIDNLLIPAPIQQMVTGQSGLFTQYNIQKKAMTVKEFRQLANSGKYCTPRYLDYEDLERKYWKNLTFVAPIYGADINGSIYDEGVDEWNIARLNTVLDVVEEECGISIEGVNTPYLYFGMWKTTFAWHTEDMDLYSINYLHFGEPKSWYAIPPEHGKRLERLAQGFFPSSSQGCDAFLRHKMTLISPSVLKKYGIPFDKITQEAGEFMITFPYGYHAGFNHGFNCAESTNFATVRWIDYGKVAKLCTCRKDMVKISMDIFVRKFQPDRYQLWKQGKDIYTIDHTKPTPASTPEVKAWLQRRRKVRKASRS
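Test system: N-terminal GST-fused human GASC-1 (KDM4C) fragment, residues 2-372; quantity: GASC-1 enzyme at 10 nM final in reaction; dosing: single dose; schedule: 30 min demethylation and 1 h detection at room temperature; signal: LANCE TR-FRET, excitation 340 nm, emissions 618 and 671 nm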
C diff growth: C. difficile growth inhibitors, primary screen, HTS | AID 1259249, 2017 | hit rate 0.25% among 86,000 | growth activity, negative = inhibition, % at 16 µg/mL (by protocol) | Clostridium difficile clinical isolate growth, OD600, 24 h; stronger effect = lower value;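 active means mean growth activity at or below -80% and every replicate also at or below -80%; inconclusive means mean at or below -80% but some replicate above -80%; inactive means mean growth activity above -80%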;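 further: 0% = DMSO wells and -100% = levofloxacin 16 µg/mL wells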
Pf Dd2 growth: P. falciparum Dd2 growth inhibitors, primary screen, SYBR Green fluorescence, single dose replicates; hit rate 2.3% among 94,000; activity change, % at 10 µM; AID 1159554, 2015; 72 h; stronger effect = lower value; in the data active means activity change below about -80%; inconclusive means no clear call, values can overlap the other calls
Active calls of the source: *; u = inconclusive; x = not tested or not shown; & = joins results of further samples.

mol,T cruzi growth,KDM4C inh,C diff growth,Pf Dd2 growth
C[C@@H]1CN([C@H](C)CO)C(=O)Cc2cc(NS(=O)(=O)c3ccc(F)cc3)ccc2O[C@H]1CN(C)Cc1ccncc1,-22,3.0,0,-29
CCCNC(=O)C[C@@H]1C[C@H]2c3cc(NC(=O)c4cccnc4)ccc3O[C@H]2[C@H](CO)O1,-49,0.5,0,-8
C[C@H](CO)N1C[C@H](C)[C@H](CN(C)S(=O)(=O)c2cn(C)cn2)Oc2c(NC(=O)Nc3ccccc3)cccc2C1=O,-26,3.6,-1,20
C[C@@H]1CN([C@H](C)CO)C(=O)c2cc(NC(=O)CCCN(C)C)ccc2O[C@@H](C)CCCCO[C@H]1CN(C)S(=O)(=O)c1cccs1,x,0.6,3,4
COc1ccc(NC(=O)N(C)C[C@@H]2OCCCC[C@@H](C)Oc3ccc(NC(=O)Nc4c(C)noc4C)cc3C(=O)N([C@H](C)CO)C[C@@H]2C)cc1,-41,-0.1,-2,20
O=C(Cc1ccncc1)NCC[C@@H]1CC[C@@H](NC(=O)C2CCC2)[C@H](CO)O1,-16,2.5,x,19
C[C@@H]1CN([C@@H](C)CO)C(=O)c2cc(C#CC3(O)CCCC3)cnc2O[C@H]1CN(C)Cc1cccnc1,-39,-0.3,1,32
COc1cccc(C(=O)Nc2ccc3c(c2)C(=O)N(C)C[C@@H](OC)[C@@H](C)CN(C(C)=O)[C@@H](C)CO3)c1,-38,0.8,2,-27
O=C(C[C@H]1CC[C@@H](NC(=O)c2ccncc2)[C@@H](CO)O1)NCC1CCCCC1,-27,-0.9,x,12
CCCN(C)C[C@H]1Oc2cc(C#Cc3ccccc3F)ccc2S(=O)(=O)N([C@H](C)CO)C[C@@H]1C,87,-1.2,12,-23
Cc1cccc(S(=O)(=O)N(C)C[C@H]2OCc3cnnn3CCCC(=O)N([C@H](C)CO)C[C@@H]2C)c1,-6,8.0,-3,9
CO[C@H]1CN(C)C(=O)c2ccc(NC(=O)Nc3ccccc3F)cc2OC[C@H](C)N(C)C[C@@H]1C,-5,0.2,-3,-17
O=C(Nc1ccc(F)cc1)N1CC(=O)N2[C@@H](CO)[C@@H](c3ccc(Br)cc3)[C@@H]2C1,x,0.3,-1,14
C[C@@H]1CN([C@H](C)CO)C(=O)c2cc(C#Cc3ccc(F)cc3)cnc2O[C@@H]1CN(C)C,44,0.2,5,-42
COc1cccc(-c2cnc3c(c2)C(=O)N([C@H](C)CO)C[C@H](C)[C@H](CN(C)S(=O)(=O)c2ccccc2)O3)c1,64,-0.8,3,-52
C[C@@H]1CN([C@@H](C)CO)C(=O)c2cc(NC(=O)CCC(F)(F)F)ccc2O[C@H]1CN(C)C(=O)Nc1ccccc1,43,-0.6,-1,15
C[C@H]1CCCCO[C@H](CN(C)CC2CC2)[C@@H](C)CN([C@@H](C)CO)C(=O)c2cc(NS(=O)(=O)c3ccccc3)ccc2O1,x,-0.8,8,-18
CNC[C@H]1Oc2cc(C#Cc3ccccc3)ccc2S(=O)(=O)N([C@H](C)CO)C[C@@H]1C,x,-2.3,26,-54
COc1cccc(NC(=O)N2CC3(C2)[C@@H](c2ccccc2)[C@H](CO)N3C(C)=O)c1,x,-0.1,-3,23
Cc1ccccc1S(=O)(=O)N1[C@H](C#N)[C@@H](c2ccccc2)[C@@H]1CO,39,0.5,-1,31
COc1ccc2c3c([nH]c2c1)[C@H](CO)N(C(=O)CN(C)C)CC31CCN(C(=O)c2ccncc2)CC1,x,-0.5,0,36
Cc1noc(C)c1S(=O)(=O)Nc1ccc2c(c1)C(=O)N([C@H](C)CO)C[C@@H](C)[C@H](CN(C)Cc1ccncc1)OCCCC[C@H](C)O2,43,0.9,-4,6
COc1ccc(S(=O)(=O)N(C)C[C@H]2Oc3ccc(NC(=O)Cc4cn(C)c5ccccc45)cc3C(=O)N([C@@H](C)CO)C[C@@H]2C)cc1,69,1.3,-2,-79
CO[C@@H]1CN(C)C(=O)c2ccc(NC(=O)NC(C)C)cc2OC[C@H](C)N(Cc2ccc(-c3ccccn3)cc2)C[C@@H]1C,x,-1.7,x,-53
C[C@@H]1CN([C@@H](C)CO)C(=O)Cc2cc(NC(=O)Nc3ccccc3)ccc2O[C@@H]1CN(C)Cc1ccccc1,76,-2.0,-4,-28
COc1cccc(NC(=O)N[C@@H]2C=C[C@H](CC(=O)Nc3ccc(-c4ccccc4)cc3)O[C@H]2CO)c1,-22,-2.0,1,4
COc1cccc(-c2ccc(C3[C@@H]4CN(C(=O)C5CCOCC5)C[C@H]3N4)cc2)c1 (some centres undefined),x,-1.0&-1.5,-4&-1,20&4
C[C@H](CO)N1C[C@H](C)[C@@H](CN(C)C(=O)Nc2ccnc(N3CCOCC3)c2)OCc2ccccc2-c2ccccc2C1=O,113*,-1.1,-4,-7
COc1ccc(CN(C)C[C@H]2Oc3ccc(NS(=O)(=O)c4ccc(OC)cc4)cc3CC(=O)N([C@H](C)CO)C[C@@H]2C)cc1,x,6.7,-6,-19
C[C@@H]1CN([C@H](C)CO)C(=O)c2cc(NS(=O)(=O)c3ccc(F)cc3)ccc2O[C@@H](C)CCCCO[C@@H]1CN(C)CC1CCCCC1,80,-0.2,19,-38
COc1ccc(C(=O)N2C[C@H]3[C@@H](c4ccccc42)[C@@H](CO)N3C(=O)c2cccc(F)c2)cc1,35,3.7,5,-6
C[C@H](CO)N1C[C@H](C)[C@H](CN(C)S(=O)(=O)c2cn(C)cn2)OCCCC[C@H](C)Oc2ccc(NC(=O)CCCN(C)C)cc2C1=O,41,1.9,-4,43
O=S(=O)(N[C@@H]1CC[C@@H](CCn2cc(-c3ccc(F)cc3)nn2)O[C@H]1CO)c1ccccc1F,-30,3.3,0,-8
C[C@@H]1CCCCO[C@H](CN(C)CC2CC2)[C@@H](C)CN([C@@H](C)CO)C(=O)c2cc(NS(=O)(=O)c3ccc(Cl)cc3)ccc2O1,103,0.0,-1,-77
COCC(=O)Nc1ccc2c(c1)[C@H]1C[C@@H](CC(=O)NCc3ccc(Cl)cc3)O[C@@H](CO)[C@H]1O2,-14,-0.3,3,-11
N#C[C@H]1[C@@H](c2ccc(C3=CCCC3)cc2)[C@H](CO)N1C(=O)C1CCC1,79,1.3,-3,15
C[C@H]1CCCCO[C@@H](CN(C)Cc2ccc(C(F)(F)F)cc2)[C@@H](C)CN([C@@H](C)CO)C(=O)c2cc(NC(=O)C3CCCCC3)ccc2O1,u,-1.5,-5,-52
C[C@@H]1CN([C@@H](C)CO)C(=O)c2cc(N(C)C)ccc2O[C@H]1CN(C)Cc1ccc(C(F)(F)F)cc1,29,1.8,-5,4
O=C(Nc1ccc(Cl)cc1)N[C@H]1CC[C@@H](CCNC(=O)c2cc(Cl)cc(Cl)c2)O[C@H]1CO,x,-0.6,6,3
C[C@@H]1CN([C@H](C)CO)C(=O)c2cc(NS(=O)(=O)c3ccc(Cl)cc3)ccc2O[C@@H]1CN(C)Cc1ccc(C(=O)Nc2ccccc2N)cc1,u,7.5,-2,-59
COc1cccc(NC(=O)N2C[C@H](O)COC[C@H]3O[C@H](CC(=O)NCc4ccccc4F)CC[C@@H]32)c1,x,-0.7,0&-6,31
Cc1ccc(-c2ccc3c(c2)O[C@@H](CN(C)C)[C@@H](C)CN([C@@H](C)CO)S3(=O)=O)cc1,13,0.2,1,-28
CCCC#Cc1ccc([C@@H]2[C@@H](CO)N3C(=O)CN(C(=O)CN4CCOCC4)C[C@@H]23)cc1,x,1.1,-9,-3
CCC(=O)N(C)C[C@H]1Oc2cc(-c3ccc(C)cc3)ccc2S(=O)(=O)N([C@@H](C)CO)C[C@@H]1C,83,-1.5,-7,-17
CCNC(=O)[C@@H]1[C@@H](CO)[C@@H]2Cn3c(ccc(-c4ccccc4F)c3=O)[C@H]1N2CC,64,-0.9,0,14
C[C@@H]1CN([C@H](C)CO)C(=O)Cc2cc(NC(=O)Nc3ccccc3)ccc2O[C@@H]1CN(C)C(=O)Nc1ccccc1,48,-0.6,0,38
Cc1noc(C)c1S(=O)(=O)N(C)C[C@@H]1OCc2ccccc2-c2ccccc2C(=O)N([C@@H](C)CO)C[C@H]1C,-5,3.0,-1,28
O=C(C1CC1)N1CC(=O)N2[C@H](CO)[C@@H](c3ccc(-c4ccccc4F)cc3)[C@H]2C1,x,-0.4,-10,-64
O=C(N[C@H]1C=C[C@@H](CC(=O)N2CCCCC2)O[C@@H]1CO)c1ccccn1,-41,0.3,x,7
O=C(C[C@H]1CC[C@H]2[C@@H](COC[C@@H](O)CN2C(=O)c2ccc3c(c2)OCO3)O1)NCCN1CCCC1,x,3.6,-5,12
COc1ccc(CN(C)C[C@H]2OCCCC[C@@H](C)Oc3ccc(NS(=O)(=O)c4cn(C)cn4)cc3C(=O)N([C@H](C)CO)C[C@H]2C)cc1,7,1.2,-2,-23
COc1ccc(NC(=O)N(C)C[C@@H]2OCCCC[C@H](C)Oc3ccc(NC(=O)NC4CCCCC4)cc3C(=O)N([C@H](C)CO)C[C@@H]2C)cc1,38,-0.3,-8,50
Cc1cccc(-c2ccc([C@@H]3[C@@H](CO)N4CCCCN(S(=O)(=O)c5ccccc5C)C[C@H]34)cc2)c1,81,-1.5,-3,-39
O=C(C1CC1)N1C[C@H]2[C@@H](c3ccccc31)[C@H](CO)N2C(=O)Cc1ccccn1,0,1.0,-10,-4
Cc1noc(C)c1S(=O)(=O)N(C)C[C@H]1OCCCC[C@@H](C)Oc2ccc(NS(=O)(=O)c3ccc(F)cc3)cc2C(=O)N([C@@H](C)CO)C[C@H]1C,97*,0.7,-16,-40
C[C@@H]1CCCCO[C@H](CN(C)C(=O)Cc2ccccc2)[C@@H](C)CN([C@@H](C)CO)C(=O)c2cc(NC(=O)c3ccccc3)ccc2O1,47,0.8,7,-76
Cc1noc(C)c1NC(=O)Nc1ccc2c(c1)C(=O)N([C@@H](C)CO)C[C@@H](C)[C@H](CN(C)Cc1ccc(-c3ccccc3)cc1)O2,-15,2.7,-9,1
CCCC(=O)Nc1ccc2c(c1)C(=O)N(C)[C@@H]1CC[C@H](CC(=O)NCCc3ccccc3)O[C@H]1CO2,5,1.1,0,0
COCC#Cc1ccc([C@H]2[C@H](CO)N3C(=O)CN(C(=O)C4CCC4)C[C@@H]23)cc1,x,5.3,-4,21
C[C@@H]1CN([C@H](C)CO)C(=O)Cc2cc(NC(=O)C3CC3)ccc2O[C@H]1CN(C)Cc1ccncc1,4,7.6,-1,8

3 compounds out of the list above, sorted by the value under KDM4C inh, low to high.
Molecule	KDM4C inh
C[C@H]1CCCCO[C@@H](CN(C)Cc2ccc(C(F)(F)F)cc2)[C@@H](C)CN([C@@H](C)CO)C(=O)c2cc(NC(=O)C3CCCCC3)ccc2O1	-1.5
Cc1noc(C)c1S(=O)(=O)N(C)C[C@H]1OCCCC[C@@H](C)Oc2ccc(NS(=O)(=O)c3ccc(F)cc3)cc2C(=O)N([C@@H](C)CO)C[C@H]1C	0.7
CCCC#Cc1ccc([C@@H]2[C@@H](CO)N3C(=O)CN(C(=O)CN4CCOCC4)C[C@@H]23)cc1	1.1

Only T cruzi growth, C diff growth and KDM4C inh (6 entries from above):
SMILES	T cruzi growth	C diff growth	KDM4C inh
O=S(=O)(N[C@@H]1CC[C@@H](CCn2cc(-c3ccc(F)cc3)nn2)O[C@H]1CO)c1ccccc1F	-30	0	3.3
CCCC#Cc1ccc([C@@H]2[C@@H](CO)N3C(=O)CN(C(=O)CN4CCOCC4)C[C@@H]23)cc1	x	-9	1.1
COc1ccc(NC(=O)N(C)C[C@@H]2OCCCC[C@H](C)Oc3ccc(NC(=O)NC4CCCCC4)cc3C(=O)N([C@H](C)CO)C[C@@H]2C)cc1	38	-8	-0.3
Cc1noc(C)c1S(=O)(=O)N(C)C[C@H]1OCCCC[C@@H](C)Oc2ccc(NS(=O)(=O)c3ccc(F)cc3)cc2C(=O)N([C@@H](C)CO)C[C@H]1C	97*	-16	0.7
C[C@H](CO)N1C[C@H](C)[C@H](CN(C)S(=O)(=O)c2cn(C)cn2)OCCCC[C@H](C)Oc2ccc(NC(=O)CCCN(C)C)cc2C1=O	41	-4	1.9
COc1cccc(NC(=O)N2C[C@H](O)COC[C@H]3O[C@H](CC(=O)NCc4ccccc4F)CC[C@@H]32)c1	x	0&-6	-0.7

(more compounds)
mol,T cruzi growth,KDM4C inh,C diff growth,Pf Dd2 growth
C/C=C/c1ccc2c(c1)O[C@H](CN(C)C(=O)C1CCCCC1)[C@@H](C)CN([C@@H](C)CO)S2(=O)=O,x,u,x,22
C[C@@H]1CCCCO[C@@H](CN(C)S(=O)(=O)c2ccc(Cl)cc2)[C@@H](C)CN([C@H](C)CO)C(=O)c2cc(NC(=O)Nc3ccc(F)cc3)ccc2O1,68,-0.7,17,-80
CCCC#Cc1ccc2c(c1)[C@H]1[C@H](CCN1S(=O)(=O)c1cccc(F)c1)[C@H](CO)N2C,16,-0.2,1,-32
Cc1noc(C)c1NC(=O)Nc1ccc2c(c1)C(=O)N([C@H](C)CO)C[C@@H](C)[C@H](CN(C)C(=O)c1ccccc1)OCCCC[C@H](C)O2,-28,-2.0,4,13
C[C@H](CO)N1C[C@H](C)[C@@H](CN(C)C(=O)NC2CCCCC2)Oc2ccc(NC(=O)Cc3ccccc3)cc2C1=O,0,0.0,-2,4
